Compound activity: PubChem BioAssay, NCI
mlh1 rad18: NCI yeast anticancer drug screen, S. cerevisiae mlh1 rad18 strain. growth inhibition, % at 50 µM. 79,000 tested, 11% active;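 also: 0% = growth of vehicle-only cultures of the same strain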
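Inhibition values reflect reduced growth of mutant yeast versus vehicle-treated controls following compound exposure; the mutations affect DNA damage repair.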
mec2-1: NCI yeast anticancer drug screen, S. cerevisiae mec2-1 strain; % growth inhibition at 50 µM; 79,000 tested, 9% active;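 also: 0% = growth of vehicle-only cultures of the same strain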
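Test agents were screened against the mec2-1 yeast strain, with defined DNA repair or cell cycle alteration. Growth was scored as inhibition against vehicle-only controls.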
cln2 rad14: NCI yeast anticancer drug screen, S. cerevisiae cln2 rad14 strain; % growth inhibition at 50 µM; 78,000 tested, 8.3% active; AID 165, 2004;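 also: 0% = growth of vehicle-only cultures of the same strain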
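Growth of compound-exposed yeast (cln2 rad14 genotype) measured and expressed as inhibition relative to vehicle.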
yeast bub3: NCI yeast anticancer drug screen, S. cerevisiae bub3 mutant strain | growth inhibition, % at 50 µM | 78,000 tested, 9.9% active;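 also: 0% = growth of vehicle-only cultures of the same strain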
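Screening used yeast with an engineered genetic alteration affecting cell cycle control. Compound-exposed cultures were compared with vehicle cultures, and reduced growth was taken as inhibition.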
sgs1 mgt1: NCI yeast anticancer drug screen, S. cerevisiae sgs1 mgt1 strain; 78,000 tested, 10% active; growth inhibition, % at 50 µM;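 also: 0% = growth of vehicle-only cultures of the same strain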
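Growth of a repair-deficient yeast mutant was monitored after compound treatment and expressed as inhibition relative to vehicle-treated cultures.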
yeast rad50: NCI yeast anticancer drug screen, S. cerevisiae rad50 strain | growth inhibition, % at 50 µM | 79,000 tested, 10% active;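 also: 0% = growth of vehicle-only cultures of the same strain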
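Readout: growth inhibition relative to vehicle-treated cultures. Compound exposure was carried out in a genetically defined yeast strain deficient in DNA damage repair.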
* = called active by the depositor; . = no result given; & = joins results of further samples. Rule as the data show it: active = growth inhibition above about 70%; inactive = the rest.

structure | sgs1 mgt1 | cln2 rad14 | yeast bub3 | mlh1 rad18 | mec2-1 | yeast rad50
CC(=O)SC1CC(=O)OC1=O (stereo not given) | 7.1 | 7.8 | 0.2 | 7.8 | -15.3 | -3.1
O=C1C=CCCC1 | -18.0 | 4.9 | -10.6 | 4.0 | -1.6 | 5.0
COCC/C=C/CCl | -8.3 | -8.9 | -7.7 | 5.1 | -22.6 | -8.8
N#CC(C#N)=C1CCC2C(=C(C#N)C#N)CCC12 (stereo not given) | -1.5 | 8.5 | 22.2 | 5.7 | -2.2 | 11.2
N#CCN1CCCN(CC#N)C1 | 14.8 | 16.2 | 4.2 | 33.9 | 14.8 | 24.4
COc1cc(CO)c(CC(=O)NCCCc2ccccc2)cc1OC | -12.5 | -2.9 | -14.2 | -47.5 | -44.5 | 37.8
CCc1c2ccccc2cc2ccccc12 | -16.6 | 9.8 | 1.8 | -6.0 | 1.9 | -1.0
CCC(C)(O)Cc1ccc(Cl)cc1 (stereo not given) | 1.6 | -39.8 | -23.3 | -6.8 | 41.9 | -14.7
CC(=O)OC1C2CCC3CC2C2(SCCS2)C31 (stereo not given) | -13.8 | -15.9 | -6.2 | -31.1 | 2.0 | 9.2
COc1ccc(NC2Oc3cc4c(cc3C(c3cccc(OC)c3OC)C2C)OCO4)cc1 (stereo not given) | 47.9 | 41.1 | 65.3 | 71.3* | 49.5 | 48.0
Cc1cccc(C(=O)O)c1N | -10.6 | 9.9 | -33.6 | 13.4 | -5.2 | 9.7
CCc1nc2c([nH]1)C(=O)c1ccccc1C2=O | 44.2 | 9.2 | 18.7 | 42.0 | 19.2 | 68.1
CCCOC(=O)CC(=O)C(OC)OC | 3.1 | -11.8 | -9.9 | -19.1 | -16.1 | -8.4
CCC[CH2][Sn]([CH2]CCC)([O]C(=O)c1cc(OC)c(OC)c(OC)c1)[O]C(=O)c1cc(OC)c(OC)c(OC)c1 | 74.8* | 80.0* | 74.8* | 78.5* | 84.7* | 71.9*
OC1Cc2ccccc2CC1O (stereo not given) | -12.3&-36.5 | -1.5&-19.6 | -8.8&-26.1 | -14.7&-5.8 | -39.9&-41.4 | -35.1&-20.1
NNC(=O)c1n[nH]nc1SSc1n[nH]nc1C(=O)NN | -42.5 | -11.9 | -31.6 | -75.4 | -7.3 | -17.6
CCC(=O)Oc1ccccc1C(C)C | 1.9 | 8.6 | -6.2 | 12.2 | -14.6 | 9.8
O=c1[nH]c(O)c(/C=N\C(=S)Nc2cc(Cl)ccc2Cl)c(=O)[nH]1 | -31.0 | -16.8 | -10.4 | -12.9 | -29.1 | -17.9
COC(=O)C(OC(C)=O)C1OC(n2cnc3c(=S)nc[nH]c32)C(OC(C)=O)C1OC(C)=O (stereo not given) | 3.9 | 3.7 | 3.8 | 0.9 | -10.1 | 12.8
CCCCCCCCCCCCCCCC[N+](C)(C)CCNC(C)=O | 99.7* | 98.7* | 99.2* | 99.5* | 99.6* | 99.2*
COC(=O)CCC(=O)C(CC(=O)OC)C(=O)CCC(=O)NCCc1ccccc1 (stereo not given) | -41.5 | 2.4 | -24.2 | -31.4 | -21.9 | -30.1
COCC1CCCCC1O (stereo not given) | 3.0 | 26.8 | 18.1 | -2.4 | 7.2 | -9.9
O=P1(N2CCCCC2)N(Cc2ccc(Cl)cc2)CCCN1Cc1ccc(Cl)cc1 | 29.1 | 63.2 | 6.8 | 76.8* | 51.5 | 82.0*
O=C1CN2C(c3ccccc3)=NN(c3ccc([N+](=O)[O-])cc3)C2(c2ccccc2)c2cc(Cl)ccc2N1CC1CC1 (stereo not given) | -7.4 | 20.9 | 11.2 | 23.4 | -10.9 | 25.6
COC(=O)C(=O)OC | -11.3 | -39.0 | 1.1 | -3.4 | -10.0 | 27.1
COc1ccc2c(c1)[n+]([O-])c(-c1ccccc1)c(N)[n+]2[O-] | 99.2* | 98.8* | 99.2* | 99.0* | 99.3* | 99.2*
Cc1ccc(N(CCCc2ccccc2)CCCc2ccccc2)cc1 | 5.9 | -34.0 | 5.5 | 26.6 | 3.2 | 16.6
CC(=O)CC(=O)Nc1ccccc1C(C)C | 16.1 | 7.4 | -7.8 | -1.7 | 8.1 | 12.9
c1ccc2c(c1)Nc1ccccc1[P+]21c2ccccc2Nc2ccccc21 | 59.4 | 84.3* | 98.7* | 98.6* | 98.8* | 82.8*
C=C(N1CCCCC1)N1CCCCC1 | -9.2 | -46.5 | -15.9 | -11.4 | -25.1 | -2.8

Part of the list above with just mlh1 rad18, cln2 rad14 and yeast bub3.
SMILES	mlh1 rad18	cln2 rad14	yeast bub3
COCC/C=C/CCl	5.1	-8.9	-7.7
N#CC(C#N)=C1CCC2C(=C(C#N)C#N)CCC12 (stereo not given)	5.7	8.5	22.2
N#CCN1CCCN(CC#N)C1	33.9	16.2	4.2
COc1cc(CO)c(CC(=O)NCCCc2ccccc2)cc1OC	-47.5	-2.9	-14.2
CCc1c2ccccc2cc2ccccc12	-6.0	9.8	1.8
CCC(C)(O)Cc1ccc(Cl)cc1 (stereo not given)	-6.8	-39.8	-23.3

The main list resumes; the 2 compounds before the break are reprinted first.
structure | sgs1 mgt1 | cln2 rad14 | yeast bub3 | mlh1 rad18 | mec2-1 | yeast rad50
c1ccc2c(c1)Nc1ccccc1[P+]21c2ccccc2Nc2ccccc21 | 59.4 | 84.3* | 98.7* | 98.6* | 98.8* | 82.8*
C=C(N1CCCCC1)N1CCCCC1 | -9.2 | -46.5 | -15.9 | -11.4 | -25.1 | -2.8
CCOC(=O)N(C)N=NCCCl | -5.0 | -26.9 | 8.2 | -4.9 | 2.2 | 15.2
CN1CCCCCC1 | 6.0 | -5.0 | -10.9 | -0.8 | -8.4 | -8.1
CC(C)c1ccc2c(c1)C=C1OC(=O)[C@]3(C)CCC[C@@]2(C)C13 (stereo not given in full) | 54.2 | 40.0 | 26.4 | 17.1 | 21.9 | 35.1
Cc1ccc(Cl)cc1NC(=O)Nc1ccc(Cl)c(Cl)c1 | -4.2 | -4.5 | 18.2 | -4.8 | -11.1 | -13.1
Cc1ccc(S(=O)(=O)Oc2ccc(Cl)cc2Cl)cc1 | -6.2 | -30.1 | 22.6 | 49.2 | 8.0 | 11.1
C#Cc1c(-c2c[nH]c3ccccc23)ccc[n+]1C | . | . | . | -24.4 | -36.1 | -12.5
O=Cc1ccc(F)cc1[N+](=O)[O-] | -15.8 | 1.1 | -2.2 | -17.2 | 3.6 | 1.1
CCOP(=O)(Cc1ccc(N(CCOS(C)(=O)=O)CCOS(C)(=O)=O)cc1)OCC | 5.4 | -4.0 | -3.1 | 14.8 | -8.3 | 5.6
COc1ccc(-c2cc(C(=O)Nc3cccc(C(F)(F)F)c3)[nH]c(=S)n2)cc1 | -42.0 | 19.3 | -14.1 | -20.9 | -8.0 | -26.2
O=C(c1ccc2ccccc2c1)C(Cl)C(Cl)c1ccccc1 (stereo not given) | -1.6 | -15.8 | 53.1 | -6.2 | 10.8 | -13.2
Cc1cc(=O)c2cc3ccc4cccc5ccc(c2[nH]1)c3c45 | -10.1 | -24.3 | -6.8 | -5.8 | -8.3 | -12.6
CN(Nc1ccnc(=O)[nH]1)c1ccccc1 | -11.0 | -23.6 | -2.7 | 8.8 | -11.2 | -35.9
Cc1ccc(C(c2ccccc2)C(CC#N)CC#N)cc1 (stereo not given) | -5.3 | 14.1 | 8.3 | -4.8 | -0.6 | -1.4
c1ccc(COc2ccc(CC3SCCCS3)cc2)cc1 | -10.4 | 24.9 | 16.6 | -7.5 | -35.8 | -30.5
COC1OC2COC(c3ccccc3)OC2C2C1N2C(=S)SC (stereo not given) | -2.7 | -17.6 | -0.8 | -0.6 | 1.7 | -4.0
CC(C)C(O)C(C)N (stereo not given) | 0.7 | 4.9 | 3.2 | 3.5 | -5.9 | 1.4
Fc1ccc(C2(c3ccc(F)cc3)CCCO2)cc1 | -6.2 | 25.7 | -4.1 | 6.2 | -22.4 | 4.4
CC(C)(S[S-])S[S-].[Ti].[c-]1[c-][c-][cH-][c-]1.[c-]1[c-][c-][cH-][c-]1 | 95.2* | 21.7 | 46.4 | 87.3* | 57.9 | 84.1*
O=C(O)c1ccc(S(=O)(=O)O)o1 | -53.0 | -163.3 | -34.7 | -22.2 | -66.7 | -49.5
CC(C)N(C(C)C)S(C)(=O)=O | -3.9 | -17.8 | 10.3 | 3.1 | -0.5 | -0.3
C=C(C#N)C(=O)OCC(CC)CC.C=C(C#N)C(=O)OCC(CC)CC.CS(C)=O.CS(C)=O.Nc1c(N=Nc2ccc(-c3ccc(N=Nc4cc(S(=O)(=O)[O-])c5ccccc5c4N)cc3)cc2)cc(S(=O)(=O)[O-])c2ccccc12.[Pt+2] | 96.5* | 95.8* | 92.9* | 96.5* | 96.9* | 96.8*
O=C(CCS(=O)(=O)CCC(=O)c1ccccc1)c1ccccc1 | 2.2 | -6.3 | -4.4 | 3.1 | 11.8 | -12.3
COC(=O)C(=O)C1CCCC(C)(c2ccccc2)C1 (stereo not given) | -5.0 | 0.2 | 1.7 | -4.7 | 2.0 | -0.1
O=S1(=O)CC(Cl)C(I)C1 (stereo not given) | 99.5* | 98.8* | 99.5* | 99.2* | 99.7* | 99.4*
O=C(Nc1ccccc1O)/C(Cl)=C/Cl | 78.8* | 93.5* | 94.8* | 99.3* | 97.8* | 98.2*
CN(C)CCNc1ccc(O)c2sc3ccccc3c(=O)c12 | 48.1 | 30.6 | 33.4 | 51.0 | 42.8 | 81.8*
c1cc2c3c(cccc3c1)N1C(=N2)Sc2nc3ccccc3nc21 | -9.8 | -5.2 | 13.6 | -3.0 | 13.5 | 3.1
c1ccc(CC2CCCC(Cc3ccccc3)N2)cc1 (stereo not given) | -5.5 | -49.3 | 16.1 | 5.1 | -16.4 | -1.2
CCCn1c(=S)[nH]c2ccccc2c1=O | . | . | . | 10.4 | -0.9 | -8.1
CN(C)c1ccc(C2N(C)CCN2C)cc1 | 9.8 | -1.8 | -7.5 | -12.8 | 6.8 | -10.4
COc1ccc(C(CC(=O)O)CC(=O)O)cc1[N+](=O)[O-] | -2.1 | -6.2 | 15.9 | 10.8 | -1.7 | 0.8
Cc1ccc(NC(=O)CCC(CC(=O)C(C)(C)C)=NNC(=O)C(=O)NN)cc1C | -19.4 | -23.5 | -7.4 | -22.2 | -19.3 | -25.8
CC1(C)Cc2[nH]c3ccccc3c(=O)c2-c2nc3ccccc3c(=O)n21 | 4.8 | -35.6 | -2.2 | -12.9 | 6.0 | -5.3
C[C@@]1([N+](=O)[O-])CC2CCC1C2 (stereo not given in full) | -16.4 | -6.5 | 2.5 | -9.6 | -12.5 | -3.9
O=C(Nc1ccnc(=O)[nH]1)c1ccccc1 | 0.9 | -43.5 | -20.4 | -1.4 | -6.5 | -3.9
COc1ccc2c(c1OC)C1NCCc3cc4c(cc3C1(OC)C2=O)OCO4 (stereo not given) | 0.8 | 0.5 | 2.0 | 8.6 | 2.4 | 21.9
CC1=C(C(=O)Nc2cc(F)c(F)cc2F)C(c2ccc(N(C)C)cc2)C(C(=O)Nc2cc(F)c(F)cc2F)=C(C)N1 | 10.2 | 8.3 | 18.9 | 16.5 | 23.8 | -15.8
COc1ccc(NC(=O)N2CCOCC2)cc1OC | 4.9 | -1.9 | -5.7 | -28.9 | 10.8 | -11.9
O=C(c1ccc(-c2ccccc2)cc1)C(O)c1ccc(-c2ccccc2)cc1 (stereo not given) | 2.6 | -5.3 | 1.2 | 4.7 | 0.4 | 7.5
O=C(CSC(=S)N1CCCCC1)Nc1nc2c(s1)CCCC2 | 86.0* | 72.2* | 86.5* | 78.6* | 56.6 | 74.3*
COC(=O)C1=C(C)NC(C)=C(C(=O)OC)C1c1cccc(NO)c1 | 47.4 | 24.0 | 43.3 | 2.9 | 16.4 | 9.6
O=C(O)CCSc1nc2ccc(Cl)cc2[nH]1 | -5.0 | -19.6 | 6.5 | -6.9 | -7.5 | -13.5
CC(C)(C)c1ccc(O)c(C(=O)O)c1 | -5.8 | -4.0 | -35.1 | -23.2 | -0.9 | 3.5
COc1cc2ccnc(-c3c4ccccc4c(N)c4c(OC)c(OC)ccc34)c2cc1OC | -13.9 | 10.8 | 6.5 | 72.7* | -2.3 | 19.3
NC(=O)c1nnc2cc(F)ccc2c1N | 1.4 | 0.4 | 1.6 | -1.6 | -3.5 | 4.8
O=C1OC(C2OC(=O)C(=O)C2C(=O)c2ccccc2Cl)C(C(=O)c2ccccc2Cl)C1=O (stereo not given) | 49.5 | 19.1 | 7.2 | 53.5 | 23.9 | 58.4
Cn1cnc2cc(N3CCOCC3)c([N+](=O)[O-])cc2c1=O | -0.7 | 12.8 | -1.9 | 17.8 | 12.0 | 17.4
CC(O)c1c2ccccc2cc2ccccc12 (stereo not given) | 37.6 | 16.8 | 50.5 | 78.8* | 39.3 | 84.4*
CSC(C(C)=O)c1ccccc1 (stereo not given) | -4.8 | -10.2 | 13.8 | -6.4 | -24.1 | -6.7
OC1(c2ccccc2)CC2C=CC1C2 (stereo not given) | 8.1 | 17.2 | 15.3 | 5.2 | 8.2 | -5.9
Brc1ccc(N2COc3ccc4ccccc4c3C2)cc1 | 62.4 | 0.9 | 77.9* | 46.4 | 35.5 | 19.2
